PKM2 activator – activators of human pyruvate kinase M2; Potency, µM (doses to about 57.5 µM), for the others: at the top dose activation, usual class: activators; P14618; 260,000 compounds, 0.34% hits; AID 1631; purified PKM2, Kinase-Glo ATP luminescence, activation; response scale: 0% is enzyme alone, no compound; also: potency is read from the fitted curve at half-maximal effect; % is scaled to controls: 0 for no effect and ±100 for the full control effect; nearly all actives have a fitted effect of over 55% in size
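Kinase-Glo luminescence reports ATP generated from ADP (0.1 mM) and PEP (0.5 mM) by purified hPK-M2 after 1 h at room temperature, pH 7.2 imidazole buffer; intermediate enzyme activity allows detecting inhibitors and activators.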
Chronic BCR inh – blocks chronic active B-cell receptor signaling; ABC-DLBCL IkBa-CBG/CBR reporter, luminescence ratio, 4 h; Potency, µM (series often up to 46.1 µM), inactives show at the highest dose ratio change, negative = lower green/red ratio, hits mostly inhibitors; 340,000 compounds, 0.05% hits; active = well fitted inhibition curve with a large enough effect in the signal ratio, with a control signal flat, not every such curve was filed as active; inconclusive = small, poorly fitted or top-dose-only effect, or effect the other way, or a change in a side signal; the % refers to the signal ratio;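 also: potency is read from the fitted curve at half-maximal effect; plate controls were basal doxycycline-induced cells for no effect and cells given 10 µM MG132 for full effect; MG132 reads +100%, hits lower the ratio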
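Concentration-response series (up to 46 uM) were applied to TMD8 dual-reporter cells for 4 h at 37C with doxycycline. Green/red ratio, after filter-overlap correction, defined %Activity; red signal alone was normalised to basal cells and zero luminescence.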
B2AR arrestin – beta2AR (human) beta-arrestin recruitment activity | 330,000 compounds, 0.02% hits | Potency, µM (series often up to 46.1 µM), for the others: top-dose activation, most hits filed as activators | AID 492947 | beta-arrestin recruitment to beta2AR, cell-based reporter | P07550;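 also: potency is read from the fitted curve at half-maximal effect; 0% = DMSO controls and full agonism = EC100 isoproterenol or metaproterenol; nearly all actives have a fitted effect of over 65% in size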
GALK inh – blocks human galactokinase activity; P51570; Purified GALK, Kinase-Glo residual ATP luminescence; 270,000 compounds, 0.007% hits; Potency, µM (highest dose often 57.5 µM), without a hit: at the highest dose activity change, negative = inhibition, usual class: inhibitors; AID 1868; also: potency is read from the fitted curve at half-maximal effect; % is scaled to controls: 0 for no effect and ±100 for the full control effect
Target sequence (P51570 whole entry, looked up): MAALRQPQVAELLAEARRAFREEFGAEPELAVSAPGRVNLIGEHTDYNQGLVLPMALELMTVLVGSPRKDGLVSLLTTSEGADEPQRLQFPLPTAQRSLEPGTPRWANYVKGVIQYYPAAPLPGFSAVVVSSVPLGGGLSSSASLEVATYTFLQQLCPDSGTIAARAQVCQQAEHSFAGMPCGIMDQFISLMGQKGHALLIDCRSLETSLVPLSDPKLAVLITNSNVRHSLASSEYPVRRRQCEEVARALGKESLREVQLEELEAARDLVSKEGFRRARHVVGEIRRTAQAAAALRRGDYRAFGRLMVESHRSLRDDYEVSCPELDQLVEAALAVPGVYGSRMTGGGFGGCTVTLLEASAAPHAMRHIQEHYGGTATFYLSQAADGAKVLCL
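GALK at 5 nM final was combined with compound, 35 uM ATP and 100 uM galactose in HEPES pH8.0 with MgCl2 and DTT. The reaction ran one hour at room temperature before luminescent ATP detection.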
Tb PFK block – T. brucei PFK enzyme inhibition; 330,000 compounds, 0.17% hits; Potency, µM (doses to about 57.5 µM), for the others: at the highest dose activity, negative = inhibition, hits mostly inhibitors; AID 485367; O15648; T. brucei PFK, ADP-Glo luminescence;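 also: potency is read from the fitted curve at half-maximal effect; 0% = uninhibited 1x PFK enzyme wells and -100% = no-enzyme wells; nearly all actives have a fitted effect of over 60% in size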
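Activity is normalized to no-enzyme wells (full inhibition) and 1.25 nM enzyme wells (no inhibition). Reaction: 0.5 mM F6P, 0.1 mM ATP, 45 min RT, ADP-Glo luminescence; concentration-response curves fitted and classed by quality.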
Giardia killer – kills Giardia lamblia; Giardia lamblia trophozoite viability; activity change, % at 7.66 µM, hits read low; 340,000 compounds, 0.15% hits; AID 540267; in the data active = activity change below about -80%; inconclusive = between about -30% and that limit;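 also: parasites exposed to compound for two days anaerobically before the ATP read; % is scaled to controls: 0 for no effect and ±100 for the full control effect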
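Trophozoites 100 cells/well + cpd; 48 hrs, 37 deg C, anaerobic. ATPLite 1-Step added, 15-30 min RT, luminescence read (ATP-based viability).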
Integrin act MD – activates integrin-mediated alleviation for muscular dystrophy; Potency, µM (series often up to 38.3 µM), for the others: top-dose activation, actives largely listed as activators; 350,000 compounds, 0.064% hits; alpha7betagal myoblasts, beta-gal FDG fluorescence, 48 h;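 also: potency is read from the fitted curve at half-maximal effect; 100% = response of the positive control SU9516; nearly all actives have a fitted effect of over 60% in size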
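alpha7betagal+/- myoblasts (passage 13, 250/well) treated 48 h at 37C with compounds at 1:260 dilution of DMSO stock. Lysed, then beta-galactosidase activity read as FDG fluorescence (ex 480/em 540) after 30 min, with pre-read for autofluorescence.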
ASM inhibitor – inhibitors of human secretory acid sphingomyelinase | P17405 | placental ASM, HMU-PC fluorogenic substrate, 60 min | Potency, µM (doses to about 57.5 µM), without a hit: at the top dose activity change, negative = inhibition, usual class: inhibitors | 340,000 compounds, 0.006% hits; also: potency is read from the fitted curve at half-maximal effect
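Human placenta-derived ASM enzyme was preincubated with compound for 10 minutes at room temperature, then given fluorogenic substrate HMU-PC0 (9 uM final) for 60 minutes at 37 °C; a pH 10 stop preceded fluorescence reading at Ex 386/Em 447 nm.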
Coupling enz – inhibits coupling enzyme system, counter-screen for aldolase hits; AID 2472; coupling enzyme system counterscreen, AmpLite Red fluorescence; 290,000 compounds, 0.67% hits; activity change, negative = inhibition, % at 58.2 µM, hits read low; in the data active = activity change below about -30%; also: % is scaled to controls: 0 for no effect and ±100 for the full control effect
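Fluorescence at 525 nm excitation and 598 nm emission measured inhibition of the coupled detection system without aldolase. Compounds (at 57.5 uM final) were preincubated 10 min at room temperature with coupling enzyme reagent before a 20 min substrate/AmpLite Red step.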
TSG101-PTAP inh – blocks PTAP/TSG101 interaction to inhibit HIV-1 budding. AID 493005. Potency, µM (top dose mostly 115 µM), inactives show at the highest dose activity change, negative = inhibition, hits mostly inhibitors. 340,000 tested, under 10 active. Fluorescence polarization, FITC-PTAP peptide / Tsg101 binding. Q99816; active = well fitted inhibition curve with a large enough effect in the main read-out, with a control signal flat, not every such curve was filed as active; inconclusive = small, poorly fitted or top-dose-only effect, or effect the other way, or a change in a side signal; inactive = no such curve, though single readings can be large or run the other way; also: potency is read from the fitted curve at half-maximal effect; % of control where 0% means no effect
Target sequence (Q99816 whole entry, looked up): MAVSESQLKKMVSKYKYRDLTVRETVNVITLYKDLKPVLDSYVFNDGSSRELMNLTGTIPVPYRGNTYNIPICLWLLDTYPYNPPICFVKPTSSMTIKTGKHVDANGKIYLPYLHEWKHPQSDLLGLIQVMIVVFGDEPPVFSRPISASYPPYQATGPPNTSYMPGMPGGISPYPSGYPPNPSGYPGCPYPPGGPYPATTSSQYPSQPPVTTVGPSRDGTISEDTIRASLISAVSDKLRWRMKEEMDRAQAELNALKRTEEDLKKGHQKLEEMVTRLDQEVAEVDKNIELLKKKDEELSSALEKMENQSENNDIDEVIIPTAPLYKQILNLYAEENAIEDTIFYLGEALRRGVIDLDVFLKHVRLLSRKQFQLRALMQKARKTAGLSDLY
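Fluorescence anisotropy tracks displacement of a FITC-tagged PTAP peptide (50 nM) from the Tsg101 binding domain (10 uM), following a 20 min room-temperature incubation at pH 7.5.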
Menin-MLL TR inh – inhibitors of human menin-MLL interaction, mutant MLL peptide; Menin + Texas Red MLL mutant peptide, fluorescence polarization; Potency, µM (top dose mostly 61.6 µM), for inactives: at the top dose FP activity change, negative = inhibition, actives largely listed as inhibitors; 270,000 compounds, 0.23% hits; AID 1768; active = well fitted inhibition curve with a large enough effect in the polarisation, with a control signal flat, not every such curve was filed as active; inconclusive = small, poorly fitted or top-dose-only effect, or effect the other way, or a change in a side signal; inactive = no such curve, though single readings can be large or run the other way; the % refers to the polarisation; also: potency is read from the fitted curve at half-maximal effect; % of control where 0% means no effect; many of its hits are not listed in these tables
* = called active by the depositor; ? = inconclusive; . = not tested or not shown; [ ] = remark or other dose. Unless noted, calls follow the shape of the dose curve; as a rule, active = well fitted curve in the direction sought with a large enough effect; inconclusive = small, poorly fitted or top-dose-only effect, or another doubt; inactive = no such curve, though single readings can be large; an effect the other way counts as inactive or inconclusive. A portion of the library; the hit share may differ from the screen's.

Start of the listing, in advance, five compounds:
SMILES	PKM2 activator	Chronic BCR inh	B2AR arrestin	GALK inh	Tb PFK block	Giardia killer	Integrin act MD	ASM inhibitor	Coupling enz	TSG101-PTAP inh	Menin-MLL TR inh
CCc1ccc(CNC(=O)c2nn(C)c3c2CS(=O)(=O)c2ccccc2-3)cc1	1%[0.46 µM]	0%	0.3%	7%	2%	6	1%	-6%	-1	-4%	23%
Cc1cc(C)c(NC(=O)CSc2nnc(SCC(=O)Nc3c(C)cc(C)cc3C)n2N)c(C)c1	-5%	-2%	-0.4%	2%	0%	6	?	0%	5	-2%	-5%
COc1ccc(NC(=O)CNS(=O)(=O)c2ccc3nc(C)sc3c2)c(OC)c1	4%	-5%	-0.8%	-1%	4%	-9	-2%	1%	0	0%	4%
CC(C)(C)c1ccc(C(=O)NC(=S)NNC(=O)c2cccs2)cc1	-2%	-8%	-0.5%	.	1%	-17	-14%	-1%	3	0%	-1%
CCOC(=O)C1CCN(C(=O)CCNS(=O)(=O)c2ccc(C)cc2)CC1	.	1%	0.0%	.	0%	-7	-3%	5%	.	-4%	.

Results, repeating the preview:
SMILES	PKM2 activator	Chronic BCR inh	B2AR arrestin	GALK inh	Tb PFK block	Giardia killer	Integrin act MD	ASM inhibitor	Coupling enz	TSG101-PTAP inh	Menin-MLL TR inh
CCc1ccc(CNC(=O)c2nn(C)c3c2CS(=O)(=O)c2ccccc2-3)cc1	1%[0.46 µM]	0%	0.3%	7%	2%	6	1%	-6%	-1	-4%	23%
Cc1cc(C)c(NC(=O)CSc2nnc(SCC(=O)Nc3c(C)cc(C)cc3C)n2N)c(C)c1	-5%	-2%	-0.4%	2%	0%	6	?	0%	5	-2%	-5%
COc1ccc(NC(=O)CNS(=O)(=O)c2ccc3nc(C)sc3c2)c(OC)c1	4%	-5%	-0.8%	-1%	4%	-9	-2%	1%	0	0%	4%
CC(C)(C)c1ccc(C(=O)NC(=S)NNC(=O)c2cccs2)cc1	-2%	-8%	-0.5%	.	1%	-17	-14%	-1%	3	0%	-1%
CCOC(=O)C1CCN(C(=O)CCNS(=O)(=O)c2ccc(C)cc2)CC1	.	1%	0.0%	.	0%	-7	-3%	5%	.	-4%	.
CCC(=O)Nc1nc(C)c(-c2csc(Nc3ccc(C(=O)O)cc3)n2)s1	.	?	-0.4%	-4%	1%	5	-25%	-1%	-2	-6%	?
O=C(Cn1c(=O)oc2cccnc21)Nc1ccccc1Oc1ccc(Cl)cc1Cl	-6%	-2%	-0.2%	4%	0%	-4	26%	-2%	2	-3%	.
COc1ccc(CC(NC(C)=O)C(=O)N2CCN(C(=O)N(C(C)C)C(C)C)CC2)cc1 (centres undefined)	-12%	?	0.3%	0%	-9%	-8	-6%	6%	-1	-15%	-25%
O=C(CCCN1CCC(O)(c2ccc(Br)cc2)CC1)c1ccc(F)cc1	.	?	-0.8%	.	-3%	4	.	3%	1	1%	-3%[24.8 µM]
Cc1ccc(NC(=S)N(Cc2ccco2)C2CCN(C(C)C)CC2)cc1	10%	3%	0.4%	-1%	0%	3	4%	0%	2	1%	-16%
O=C(NC1CCCCC1)c1ccc(S(=O)(=O)NCc2cccnc2)cc1	-3%	-2%	-1.0%	5%	0%	-10	-27%	-1%	3	-1%	-6%
COc1ccc(OC)c(NC(=O)C23CCC(C)(C(=O)O2)C3(C)C)c1 (centres undefined)	-4%	-19%	0.0%	1%	-1%	-10	-7%	1%	1	-5%	1%
COc1ccc(S(=O)(=O)NCc2ccc(C(=O)O)cc2)cc1	-17%	2%	-0.5%	-3%	-5%	4	-14%	1%	-3	-8%	-25%
CC(C)N(Cc1ccccc1)C(=O)COc1ccccc1	-2%	?	0.3%	-6%	0%	4	3%	4%	1	0%	-1%
COc1cccc(NC(=O)CN(C)CC(=O)Nc2ccc3c(c2)OCO3)c1	.	-7%	-0.3%	.	3%	-11	-42%	1%	.	-5%	.
Cn1ncc2c(Nc3cccc4ccccc34)ncnc21	-1%	?	-0.6%	1%	-5%	1	3%	0%	0	-2%	-9%
S=C(NC1CC1)SCc1ccco1	.	-3%	0.4%	.	-2%	-7	0%	2%	.	-6%	.
O=C(O)CSCC(=O)N1CCCCC1	-5%	-11%	-0.5%	5%	-3%	-9	12%	-3%	0	0%	1%
Cc1ccc(C(C(=O)NC2CCCC2)N(Cc2ccccc2)C(=O)c2csnn2)o1 (centres undefined)	.	-9%	-0.2%	-1%	2%	-3	8%	0%	0	-8%	-8%
CCCc1ccc2oc(C(=O)NCCN3CCCC(O)C3)c(C)c2c1 (centres undefined)	-1%	-10%	2.3%	5%	-1%	-3	-56%[inhibitor]	-1%	7	-3%	-6%
O=C(c1ccc(F)cc1)N(Cc1ccco1)C1CCS(=O)(=O)C1 (centres undefined)	-4%	2%	0.1%	-1%	3%	8	10%	2%	4	-6%	1%
CCOC(=O)c1[nH]c(C)c(C(=O)OCC(=O)NCc2ccc(OC)cc2)c1C	.	2%	0.1%	.	-9%	-14	-10%	-2%	.	1%	.
COc1cc(C)c(S(=O)(=O)n2ccc(C)n2)cc1C	2%	5%	0.7%	1%	-1%	-9	-12%	-1%	6	-2%	-6%
O=C(O)/C=C\C(=O)Nc1ccccc1C#Cc1ccc(Br)cc1	-4%	?	0.2%	-2%	-25%	1	36%[7.66 µM]	13%	0	0%	?
COCCCNC(=S)Nc1cccc(SC)c1	-7%	?	-0.2%	-2%	-6%	2	-23%	-4%	0	-2%	.
CC(=O)c1ccc(N2CCN(C(=S)Nc3cccc(F)c3)CC2)cc1	2%	-7%	-0.4%	-1%	1%	0	-10%	1%	6	-5%	?
Brc1cccc(-c2cnc3n2CCCCC3)c1	1%	?	0.1%	2%	-3%	-21	-36%	-1%	26	-5%	-8%
Nc1ccc(C(=O)CC(=O)Nc2ccc(Cl)cc2)cc1	.	?	0.6%	-1%	0%	14	9%	1%	1	-2%	?
Cc1ccc(N2CC(C(=O)Nc3ccc4c(c3)OCCO4)CC2=O)cc1C (centres undefined)	2%	8%	0.0%	18%	3%	-12	-8%	-1%	1	-6%	-24%
CCOc1ccccc1NC(=O)C(Sc1nnc2ccccn12)c1ccccc1 (centres undefined)	-3%	?	0.1%	1%	4%	3	-26%	0%	3	0%	-5%
CCCCCc1c(O)nc(SCC(=O)NCC2CCCO2)[nH]c1=O (centres undefined)	0%	-22%	0.4%	-2%	-5%	12	-27%	3%	4	1%	-1%
O=C(CCCN=C1NS(=O)(=O)c2ccccc21)Nc1ccc(Cl)cc1	.	-1%	0.2%	.	-11%	22	-6%	-3%	.	-3%	.
Cc1ccc(NS(=O)(=O)c2cc(OCC(N)=O)c(C)cc2Cl)cc1C	3%	-10%	-0.8%	-2%	4%	12	-15%	-6%	0	-4%	10%
COc1ccc(-c2cc(=O)oc3c(C)c(OCC(=O)Nc4cccnc4)ccc23)cc1	.	-12%	-0.4%	2%	-4%	2	2%	-3%	0	-1%	11%
COc1ccc(C2C(C(C)=O)=C(C)Nc3ncnn32)cc1[N+](=O)[O-] (centres undefined)	.	0%	0.3%	3%	0%	-18	-40%	84%[activator]	-1	-3%	-8%
C/C(=N\NC(=O)CCC(=O)Nc1ccc(C)c(C)c1)C1CC1	.	3%	2.7%	-8%	8%	12	21%	4%	.	-10%	.
Cc1ccc(N2CCN(C(=O)c3cccs3)CC2)cc1C	-6%	5%	-0.9%	-3%	-10%	3	1%	1%	1	-1%	0%
Cc1csc(SCC(=O)NCc2ccc3c(c2)OCO3)n1	2%	?	-0.4%	-1%	0%	3	6%	-2%	0	-1%	.
O=C1C2C3C=CC(C3)C2C(=O)N1/N=C/c1cn(Cc2ccc(F)cc2)c2ccccc12 (centres undefined)	-1%	0%	-0.9%	1%	-7%	-3	0%	-4%	2	2%	10%

Source: PubChem (National Center for Advancing Translational Sciences (NCATS))
